TCR-CD3 inh – inhibitors of human TCR-CD3 interaction, primary screen, biochemical, fluorescence, TAMRA-labeled TCR probe; inhibition, % at 9.4 µM; 0.37% of 360,000 active; T-cell receptor (TCR); in the data active means inhibition above about 19%;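 further: recombinant mutant TCR 2C K166C tagged with TAMRA read by polarization; 0% = receptor in buffer alone and 100% = receptor with positive control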
mABHD4 FP – ABHD4 inhibitors, primary screen, biochemical, fluorescence polarization, mouse | purified mABHD4, FP-Rh probe fluorescence polarization | 0.54% of 370,000 active | AID 720543, 2013 | inhibition, % at 8.92 µM | (Lyso)-N-acylphosphatidylethanolamine lipase (Mus musculus), Q8VD66;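 active means inhibition exceeding the mean over every tested compound plus 3 SD, cut at about 30% in these data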;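 further: 0% = plate median of compound wells and 100% = S159A mutant with DMSO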
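Doses – 8.92 µM, single dose · Material – wild-type mouse ABHD4 protein · Replication – single well per compound (singlicate) · Measure – percent inhibition of probe binding, normalized to plate controls · Schedule – 45 min compound pre-incubation plus 60 min probe step, 25 °C · Detection – fluorescence polarization with parallel and perpendicular emission, 525/598 nm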
LEDGF integ inh – blockers of LEDGF/p75-dependent integrase strand transfer – biochemical, TR-FRET, high throughput, primary screen | TR-FRET IN-LEDGF/p75 DNA integration, Eu/Cy5 | inhibition, % at 3.7 µM | AID 743269, 2014 | 0.64% of 370,000 active;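 active means inhibition above the screen-wide mean plus 3 SD, cut at about 13% in these data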;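 further: signal is the Cy5 over europium emission ratio at 671 and 618 nm; 0% = plate median of compound wells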
Rev-erbA mod – modulators of Rev-erb alpha DNA binding, primary screen, biochemical, FITC-DNA, fluorescence polarization, uHTS; Nuclear receptor subfamily 1 group D member 1 (Homo sapiens), P20393; Rev-erbα–FITC-DNA binding, 90 min; activity, % at 10 µM; 0.79% of 370,000 active; AID 1259318, 2017;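 active means activity above about 14%, limit read from the data; passing the limit was not always enough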;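 further: 0% = DMSO wells with 35 nM protein and 100% = DMSO wells with 750 nM protein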
Target sequence (P20393 whole entry, looked up): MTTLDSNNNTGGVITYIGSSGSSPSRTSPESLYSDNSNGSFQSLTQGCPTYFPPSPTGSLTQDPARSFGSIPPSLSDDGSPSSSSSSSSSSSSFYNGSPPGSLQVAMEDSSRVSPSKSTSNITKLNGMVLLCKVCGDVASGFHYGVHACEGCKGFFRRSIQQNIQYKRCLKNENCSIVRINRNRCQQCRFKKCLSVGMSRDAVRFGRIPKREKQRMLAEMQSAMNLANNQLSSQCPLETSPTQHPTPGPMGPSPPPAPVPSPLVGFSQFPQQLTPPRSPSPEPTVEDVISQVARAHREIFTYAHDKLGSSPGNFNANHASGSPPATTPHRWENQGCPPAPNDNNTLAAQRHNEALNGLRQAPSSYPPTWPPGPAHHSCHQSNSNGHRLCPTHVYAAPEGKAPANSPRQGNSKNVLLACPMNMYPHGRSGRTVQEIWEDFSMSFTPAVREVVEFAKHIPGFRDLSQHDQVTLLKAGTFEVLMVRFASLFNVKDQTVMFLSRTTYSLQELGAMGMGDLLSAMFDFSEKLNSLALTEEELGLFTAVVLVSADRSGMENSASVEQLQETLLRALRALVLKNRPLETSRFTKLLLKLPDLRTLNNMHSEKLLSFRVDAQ
PG9 Ab binder – binders of HIV-1 gp120 antibody PG9, primary screen, biochemical, TR-FRET; HIV-1 gp120 / PG9 antibody interaction; TR-FRET gp120-PG9 antibody binding; inhibition, % at 6.7 µM; 0.43% of 360,000 active; AID 624416, 2012; in the data active means inhibition above about 8.5%
HTRA1 inhibitor – HTRA1 serine protease inhibitors, primary screen, biochemical, fluorescence polarization, HTS | inhibition, % at 5.96 µM | 0.5% of 340,000 active | AID 504803, 2011 | recombinant HTRA1, FP-rhodamine activity-based probe; in the data active means inhibition above about 36%;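 further: 0% = enzyme with DMSO and 100% = wells lacking enzyme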
UHRF1 MBD2 ctr – UHRF1 methylated DNA binding inhibitors, primary screen, counter-screen for MBD2 inhibitor project, biochemical, TR-FRET, human UHRF1, single concentration. E3 ubiquitin-protein ligase UHRF1 (Homo sapiens), Q96T88. UHRF1 binding to methylated oligo. inhibition, % at 4.4 µM. 0.75% of 370,000 active. AID 687016, 2013; in the data active means inhibition above about 21%;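 further: UHRF1 SRA domain binding a hemimethylated CpG hairpin DNA probe; 0% = median of test compound wells and 100% = reference inhibitor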
PRMT1 FP inh – PRMT1 methyltransferase inhibitors, primary screen, biochemical, fluorescence polarization; 1.3% of 370,000 active; recombinant PRMT1, activity-based probe fluorescence polarization; Protein arginine N-methyltransferase 1 (Homo sapiens), Q99873; inhibition, % at 2.79 µM;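 active means inhibition above about 21% made by adding two undisclosed values, limit read from the data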
Target sequence (Q99873 whole entry, looked up): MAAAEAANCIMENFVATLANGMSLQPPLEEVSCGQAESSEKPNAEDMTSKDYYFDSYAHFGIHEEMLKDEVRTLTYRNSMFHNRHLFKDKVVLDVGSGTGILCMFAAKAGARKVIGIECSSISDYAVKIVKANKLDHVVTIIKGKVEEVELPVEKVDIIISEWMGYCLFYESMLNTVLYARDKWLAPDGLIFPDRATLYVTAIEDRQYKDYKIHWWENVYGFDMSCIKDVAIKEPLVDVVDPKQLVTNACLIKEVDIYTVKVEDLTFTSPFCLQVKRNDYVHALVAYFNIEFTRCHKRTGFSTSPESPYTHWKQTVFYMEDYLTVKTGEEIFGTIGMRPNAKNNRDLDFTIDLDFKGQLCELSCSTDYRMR
MBD2 DNA inh – inhibitors of MBD2 binding to methylated DNA, primary screen, biochemical, TR-FRET, DNA-binding domain, human; Methyl-CpG-binding domain protein 2 (Homo sapiens), Q9UBB5; MBD2 binding to methylated oligonucleotide; inhibition, % at 4.4 µM; 0.31% of 370,000 active; in the data active means inhibition above about 13%
rCAG binder – binders of r(CAG) RNA repeats, primary screen, biochemical, fluorescence. 1.3% of 370,000 active. inhibition, % at 3 µM. r(CAG) RNA repeat, TO-PRO-1 dye displacement fluorescence;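 active means inhibition above the plate cutoff, the mean of all test compounds on that plate plus 3 SD, cut at about 35% in these data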;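 further: 0% = DMSO alone and 100% = 100 µM mitoxantrone as full dye displacement; higher means more dye released from RNA so lower well fluorescence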
An asterisk follows results filed as active; / = not tested or not shown. Not all compounds are listed; the hit share may differ from the screen's.

SMILES	TCR-CD3 inh	mABHD4 FP	LEDGF integ inh	Rev-erbA mod	PG9 Ab binder	HTRA1 inhibitor	UHRF1 MBD2 ctr	PRMT1 FP inh	MBD2 DNA inh	rCAG binder
C[C@@H]1NS(=O)(=O)c2ccc(F)cc2O[C@@H]1c1ccccc1	1	0	5	0	-0.7	/	-2	-1	-7	3
CCOC(=O)C(C)n1cnc2c(oc3ccccc32)c1=O (stereo not drawn)	-9	4	-3	2	1.3	5	1	-1	5	-4
N#CCCN(Cc1ccccc1)S(=O)(=O)c1cccs1	4	3	-5	-1	1.9	-2	0	4	8	-5
COCCn1c(SCC(=O)NCc2ccc3c(c2)OCO3)nnc1C(C)C	-1	4	1	0	0.8	-2	3	5	-3	-1
CCCc1cc(=O)oc2cc(C)cc(OCC(=O)O)c12	8	-1	-5	0	2.2	0	-1	-1	3	0
CCCCC(=O)NC(Nc1sc2c(c1C(N)=O)CCCC2)(C(=O)OCC)C(F)(F)F (stereo not drawn)	9	7	0	4	1.1	0	1	-1	-2	1
Cc1cc(C)nc(SCc2ccc(C(=O)NNC(=O)Nc3cccc(Cl)c3)cc2)n1	0	-6	2	-7	-0.9	-9	4	1	1	5
c1cnc(SCCCOc2ccc3ccccc3c2)nc1	-3	-5	-3	-3	-0.9	-18	-1	1	-1	3
COCCn1c(C)cc(C(=O)CSc2ncnc3sc4c(c23)CCC4)c1C	7	5	-2	-3	-2.4	-1	-2	-2	-4	2
CCCC(=O)Oc1ccc(C2NC(=O)c3ccccc3O2)cc1OC (stereo not drawn)	6	-2	1	5	0.2	2	-2	0	6	-7
O=C(C1CCC1)N1CCN(c2ccnc3cc(Cl)ccc23)CC1	-8	-2	5	6	0.0	-7	5	2	1	-3
Cn1c2ccc(CC(=O)O)cc2c2cc(CC(=O)O)ccc21	3	13	-1	-3	0.3	-4	-3	1	-5	8
CSc1nc(Oc2ccc3ccccc3c2)c2sccc2n1	-1	-6	0	-4	0.8	-7	5	3	1	10
CC(C)CCNc1nc(N)c([N+](=O)[O-])c(NCC2CCCO2)n1 (stereo not drawn)	-7	0	-2	1	0.9	-6	1	3	-1	-11
COc1ccc(-n2nnnc2SCC(=O)Nc2nnn(C)n2)cc1	-2	7	-5	-2	0.2	-1	-3	0	-1	2
COC(=O)c1c(NC2=NS(=O)(=O)c3ccccc32)sc2c1CCC(C(C)(C)C)C2 (stereo not drawn)	-3	-2	6	30*	-1.0	2	3	0	-7	5
CC(C)C(=O)c1cc2c(cc1NC(=O)c1ccccc1)OCCO2	-3	2	0	3	-1.5	-32	0	0	1	-2
Cc1sc(NC(=O)c2ccco2)c(C(c2cccnc2)N2CCN(c3ccc(F)cc3)CC2)c1C (stereo not drawn)	11	8	-1	0	-3.3	-15	0	-2	2	9
CN(CC(=O)Nc1cccc(Cl)c1)S(=O)(=O)/C=C/c1ccccc1	-11	-6	-1	4	-0.9	-36	1	1	2	3
COc1ccc(C(=O)NNC(=S)NC(=O)c2ccccc2)cc1	2	-13	-2	2	-0.3	5	-2	9	5	7

Retrieved by compound from the entries so far (2):
SMILES	TCR-CD3 inh	mABHD4 FP	LEDGF integ inh	Rev-erbA mod	PG9 Ab binder	HTRA1 inhibitor	UHRF1 MBD2 ctr	PRMT1 FP inh	MBD2 DNA inh	rCAG binder
Cc1sc(NC(=O)c2ccco2)c(C(c2cccnc2)N2CCN(c3ccc(F)cc3)CC2)c1C (stereo not drawn)	11	8	-1	0	-3.3	-15	0	-2	2	9
Cn1c2ccc(CC(=O)O)cc2c2cc(CC(=O)O)ccc21	3	13	-1	-3	0.3	-4	-3	1	-5	8

(list continues)
SMILES	TCR-CD3 inh	mABHD4 FP	LEDGF integ inh	Rev-erbA mod	PG9 Ab binder	HTRA1 inhibitor	UHRF1 MBD2 ctr	PRMT1 FP inh	MBD2 DNA inh	rCAG binder
CSCC[C@H](N)C(=O)N1CCC(C(=O)N[C@H](C)C(=O)Nc2ccc(C(C)C)cc2)CC1	-4	-2	3	10	-0.2	6	-3	-1	2	-9
COc1ccc(S(=O)(=O)NCC(c2ccc3c(c2)OCO3)N2CCOCC2)cc1C (stereo not drawn)	2	-5	3	1	-1.6	5	-2	-5	-6	-6
CCN(c1ccccc1)S(=O)(=O)c1ccc(OC)c(NC(=O)c2cc(Cl)ccn2)c1	0	-8	4	3	-1.8	-3	1	-6	0	3
Nc1c2c(nc3sc4c(c13)CCCC4)CCCCCC2	0	-1	3	-9	-3.0	-2	-1	1	0	4
CC(=O)c1ccccc1OCCOCCOCCOc1ccccc1C(C)=O	1	0	-7	-3	-1.0	-4	2	1	4	-9
COc1ccc(-c2nnc(SCc3ccc(C(=O)O)cc3)o2)cc1OC	6	-8	-1	-4	1.1	3	1	5	-4	1
COC(C(=O)Nc1ccc(S(=O)(=O)Nc2c(C)cccc2C)cc1)c1ccccc1 (stereo not drawn)	1	-19	-3	1	0.6	2	0	-2	0	0
COc1ccccc1NC(=O)CSc1nnc(CNC(=O)c2ccco2)o1	4	4	0	-4	0.8	7	-2	-1	-4	-2
O=C(CNC(=O)Cc1ccccc1)NCc1cccc(C(F)(F)F)c1	3	1	0	-2	0.9	-4	2	-1	0	1
COc1cc2c(cc1NC(=O)c1cccc([N+](=O)[O-])c1)oc1ccccc12	13	1	0	-9	-0.8	-5	-2	-3	-4	5
CC(=O)c1ccc(N2CCN(c3ccc(C(F)(F)F)cn3)CC2)cc1	1	0	4	37*	0.6	-4	3	0	3	2
CC(Oc1ccc(Br)cc1)C(=O)N1CCc2ccccc21 (stereo not drawn)	-1	-14	1	-3	0.8	-6	0	2	6	-3
Cc1ccc(NC(=O)c2noc3c2CCCCC3)cc1C	-1	-2	0	2	1.5	5	0	5	-4	-2
O=C(CNC(=O)c1ccco1)Nc1cc(Cl)ccc1N1CCOCC1	1	1	0	1	1.1	12	-3	-1	-4	4
Cc1ccc(-c2ocnc2C(=O)N2CCN(C(=O)c3cccs3)CC2)cc1	-1	-1	6	1	-1.3	3	-2	3	0	-2
Cc1ccc2c(c1)CCCN2C(=O)c1ccco1	0	0	2	-1	0.6	4	3	-1	-2	-2
Cc1ccc2cc(CCNC(=O)C(C)C)c(=O)[nH]c2c1	-9	-14	-3	-4	-1.3	7	4	6	5	-1
C=CC[C@@H](CC(=O)OC(C)(C)C)C(=O)OC[C@@H]1CCCN1C(=O)[C@@H](CC=C)CC(=O)N(CCO)Cc1ccccc1	0	2	0	2	-0.6	-7	-1	-2	3	-9
Cc1cc(C)nc(N(C#N)Cc2ccccc2Cl)n1	-2	0	-4	1	1.1	-2	-2	1	1	0
O=C(Cc1ccc(S(=O)(=O)N2CCCC2)s1)Nc1cccc([N+](=O)[O-])c1	-9	-1	-4	-1	3.0	-19	-1	1	4	13

Copied from the list.
In rCAG binder, `C=CC[C@@H](CC(=O)OC(C)(C)C)C(=O)OC[C@@H]1CCCN1C(=O)[C@@H](CC=C)CC(=O)N(CCO)Cc1ccccc1` has -9
In TCR-CD3 inh, `Cc1cc(C)nc(N(C#N)Cc2ccccc2Cl)n1` has -2

Additional records:
SMILES	TCR-CD3 inh	mABHD4 FP	LEDGF integ inh	Rev-erbA mod	PG9 Ab binder	HTRA1 inhibitor	UHRF1 MBD2 ctr	PRMT1 FP inh	MBD2 DNA inh	rCAG binder
Cc1ccc2c(c1C)NC(=O)C21N2CCCC2C(C(=O)c2ccc3ccccc3c2)C12C(=O)Nc1ccccc12 (stereo not drawn)	-1	3	-2	8	-0.5	-4	1	8	-2	14
CCOC(=O)CN1C(=O)C(=O)N(Cc2ccccc2)C1=O	8	-5	0	-4	-0.5	1	0	1	-4	3
O=C(CSc1ccc(-c2ccco2)nn1)Nc1ccccc1F	2	1	0	-5	-0.8	5	-4	14	0	5
CSc1nnc(Nc2ccccc2C)s1	-5	-13	-1	-2	2.1	5	6	0	8	4
NS(=O)(=O)c1ccc(NC(=O)CSc2ccccc2)cc1	1	5	1	-1	-0.2	-1	-5	1	-2	0
O=C(Nc1ccncc1)C1CCCN(S(=O)(=O)c2cccc3cccnc23)C1 (stereo not drawn)	3	7	3	8	0.4	1	-2	-5	-4	0
CCSc1nc2ccccc2c(=O)n1OCC(=O)OC	-7	1	1	-6	1.9	-4	3	2	1	-3
Cc1ccccc1NC(C)C(=O)N/N=C/c1c[nH]c2ccccc12 (stereo not drawn)	-2	5	-4	2	-0.3	-2	1	0	3	4
O=Nc1c(O)n(Cc2cccc(C(F)(F)F)c2)c2ccccc12	2	-38	-4	3	1.1	-61	-3	-1	0	7
CC(C)C(=O)c1cc2c(cc1NC(=O)c1cccs1)OCCO2	10	4	0	3	-0.7	-9	1	2	-4	3
COC(=O)C1=CN(c2ccc(OC)cc2OC)C(N)=C(C#N)C1c1ccccc1F (stereo not drawn)	3	7	-2	7	0.3	/	-2	-1	5	8
C[C@]12CCC(=O)CC1=CCC1C3CC=C(C#N)[C@@]3(C)CC[C@@]12O (stereo partly drawn)	9	-4	-3	0	0.5	2	2	-2	0	-8
CN1CCN(C(=O)/C(=C/c2ccc([N+](=O)[O-])cc2)NC(=O)c2ccccc2)CC1	6	-2	-1	-3	1.4	0	-1	-1	-6	4
CN(CCc1ccccn1)C(=O)CCC1CCCN(C(=O)c2n[nH]c3c2CCCC3)C1 (stereo not drawn)	7	4	0	1	0.5	-7	0	5	-2	-2
CCOc1cc(C)c(S(=O)(=O)NC2CC(C)(C)NC(C)(C)C2)cc1C	3	2	-1	3	-0.7	6	0	0	-1	2
CN(C)CCCOC(=O)COc1ccc(Br)cc1	1	-2	-5	-4	-0.5	1	1	1	-1	1
CCc1nnc(NC(=O)CCC(=O)NCCc2ccccc2)s1	-6	3	-6	-3	-0.7	8	2	4	1	-5
CC(C)[C@H]1Cn2nnc(-c3ccccc3)c2Cn2c3ccccc3c(=O)n21	/	1	2	7	/	/	1	-2	-1	3
COc1cccc(C(=O)C2CCCN(C(=O)c3ccc(C#CC(C)(C)O)cc3)C2)c1 (stereo not drawn)	6	4	0	2	-1.6	2	-2	-4	-3	-7
CCO[C@H]1OC(C(=O)N2CCN(Cc3ccccc3)CC2)=C[C@@H](C2CCCCC2)[C@@H]1CCCO	9	-2	1	3	-2.1	-10	0	0	0	-3
C=CC[C@@H](CC(=O)N[C@H](CO)Cc1ccccc1)C(=O)N[C@@H](COC(=O)[C@@H](CC=C)Cc1ccc(F)cc1)Cc1c[nH]c2ccccc12	-3	-3	1	-2	-0.2	-19	4	-2	4	2
COc1ccc(/C=C2\SC(=O)N(CCC(=O)NCCCn3ccnc3)C2=O)cc1	0	9	3	3	1.3	1	-7	1	-1	-2
CCOC(=O)C1CCN(C(=O)COC(=O)CSc2ccc(C(N)=O)cc2[N+](=O)[O-])CC1	2	0	0	-1	-2.5	-7	-2	4	1	-2
N#CCC(=O)Nc1ccc(C(=O)OCC(=O)Nc2ccccc2Sc2ccccc2)cc1	9	52*	-7	-1	-1.3	/	0	1	-4	18

Screens as filed in PubChem.
